Compound activity from PubChem BioAssay.
LGR2 antag = inhibitors of bursicon-induced LGR2 CRE-luciferase signal, primary screen, cell-based, HEK293, CRE-luciferase reporter, bursicon stimulation; bursicon-stimulated, 4 h; inhibition, % at 9.99 µM; 380,000 compounds, 0.35% hits; AID 720647, 2013;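 active means drop in luminescence signal, shown as inhibition above about 50% in the replicate tests, limit read from the data, passing the limit was not always enough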;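 further: agonist challenge used bursicon conditioned medium at about half maximal strength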
GSIS activator = GLuc luminescence reporter in INS-1E cells, primary screen for activators of glucose-dependent secretion of insulin. activation, % at 16.6 µM. AID 743287, 2014. INS-1E GLuc reporter insulin secretion, 2-3 h. 370,000 compounds, 0.61% hits;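 active means lowest replicate activation of at least 40%, so every replicate reaches that level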;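 further: 0% = median of neutral control wells and 100% = median of IBMX positive control wells; some compounds called inactive have numbers as strong as hits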
PglD DTNB = C. jejuni PglD acetyltransferase inhibitors, primary screen, biochemical, DTNB colorimetric, single point. 360,000 compounds, 0.098% hits. inhibition, % at 12.5 µM. UDP-N-acetylbacillosamine N-acetyltransferase PglD (Campylobacter jejuni). purified PglD enzyme, DTNB colorimetric CoA detection; in the data active means inhibition above about 16%, passing the limit was not always enough; further: strong numbers were not always called active
PGC1a acetyl inh = inhibitors of PGC1a acetylation signal, primary screen, cell-based, U2OS, AlphaScreen, inhibitor mode | AlphaScreen anti-acetyl-lysine; with virally co-expressed GCN5 acetyltransferase | inhibition, % at 15.6 µM | 350,000 compounds, 0.17% hits | AID 651687, 2012;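 active means every replicate shows inhibition of at least 40%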;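 further: 0% = neutral control wells and 100% = positive control wells; some results beyond the cut were filed as inactive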
Statin myotox sup = suppressors of statin myotoxicity in C2C12 myotubes, primary screen, cell-based, single point, plate reader; rescue of ATP level, % at 7.49 µM; C2C12 myotubes + simvastatin, ATP luminescence, 48 h; scaled: DMSO 0, geranylgeraniol control 100; 330,000 compounds, 0.78% hits;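 active means mean ATP rescue above about 67%, or every replicate alone reaching that limit, limit read from the data, passing the limit was not always enough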;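 further: myotubes were challenged with 10 µM simvastatin during compound exposure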
ARNT-TACC3 inh = disruptors of ARNT/TACC3 protein interaction, primary screen, biochemical, AlphaScreen, single concentration | Transforming acidic coiled-coil-containing protein 3 (Homo sapiens), Q9Y6A5 | 390,000 compounds, 0.66% hits | inhibition, % at 9.99 µM | AlphaScreen His-ARNT PAS-B/GST-TACC3 binding, luminescence; TACC3 fragment carries E629A point mutation;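 active means mean inhibition of replicates at least 50% and at least half of replicates each reaching 50%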;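 further: 0% = complete ARNT plus TACC3 wells and 100% = ARNT alone without TACC3; many hits fall short of the cut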
PAX8 reporter = inhibitors of PAX8-driven TPO luciferase reporter, primary screen, RMG-I cells, single concentration; 360,000 compounds, 1.2% hits; SteadyGlo, 24 h; AID 652154, 2013; inhibition, % at 12.6 µM;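 active means mean replicate inhibition at least 60% with every replicate also reaching 60%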;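 further: luciferase light reporting Pax8 driven TPO promoter activity; plate controls were median of neutral control wells for no effect and mitoxantrone controls for full effect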
Cneo AK release = Cryptococcus neoformans cell lysis inducers, primary screen, AK release luminescence, single concentration. C. neoformans lysis, adenylate kinase release luminescence, 4 h; normalised: neutral wells 0, clomiphene wells 100. lysis activity, % at 15 µM. 360,000 compounds, 0.2% hits. AID 651654, 2012;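 active means mean lysis activity across replicates of at least 80%, whatever share of replicates individually reach that level; inactive means mean lysis activity below 80%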
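Material – Cryptococcus neoformans yeast cells · Quantity – 5 × 10^6 yeast cells/mL · Buffer or medium – YPD medium · Compound – single dose · Timing – 4 h static compound exposure, 37 °C, read 1 h post-reagent · Signal – adenylate kinase release luminescence · Read-out basis – lysis from increased AK signal · Benchmarks – Clomiphene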
Numbers without * were called inactive; · = no result given; & = joins results of further samples.

The line under a structure holds: LGR2 antag, GSIS activator, PglD DTNB, PGC1a acetyl inh, Statin myotox sup, ARNT-TACC3 inh, PAX8 reporter, Cneo AK release
COc1ccccc1N1CCN(C(=O)c2cccc(S(=O)(=O)Nc3ccccc3F)c2)CC1
 : 11, -15, -4, 3, -28, 1, 5, -1
O=C1OC(Nc2ccc3c(c2)OCO3)c2ccccc21 (configuration not stated)
 : ·, ·, 0, -3, -33, -2, ·, 3
COc1ccc(CCNc2c(N)n(Cc3ccccc3)c(=O)[nH]c2=O)cc1OC
 : ·, ·, 1, 5, 10, -8, ·, -2
CCSc1nc(N)c2c3c(sc2n1)CCC3
 : ·, ·, -1, -7, 12, 2, ·, -3
O=[N+]([O-])c1ccc(C=Nc2ccccc2)cc1
 : 9, 6, 3, -12, 0, ·, -8, -3
C[C@@H]1CN([C@H](C)CO)C(=O)c2cc(C#C[C@@H](C)O)cnc2O[C@H]1CN(C)C(=O)c1ccc(F)cc1
 : 5&-28, 17&3, 2, -13&-5, 5, ·, 14&1, -1
COC(=O)C[C@@H]1CC[C@@H]2[C@H](COc3ccc(NC(=O)Nc4cccc(F)c4)cc3C(=O)N2C)O1
 : 15, -15, 0, 5, -2, -2, 9, 5
O=c1oc(C2(O)CCCCC2)cc2ccc(/C=C/c3ccc(F)cc3)cc12
 : -21, -5, 0, 1, -28, -4, -16, 0
COc1ccccc1NS(=O)(=O)c1cccc(NC(=O)NCCCl)c1
 : 10, 5, ·, ·, ·, -4, 6, ·
O=C(/C=C/c1ccccc1Cl)Nc1ccc(-c2nnc3n2CCCCC3)cc1
 : 5, -2, -3, ·, ·, -11, 12, 0

(cont.)
The line under a structure holds: LGR2 antag, GSIS activator, PglD DTNB, PGC1a acetyl inh, Statin myotox sup, ARNT-TACC3 inh, PAX8 reporter, Cneo AK release
CNC(=O)c1ccc(CN(C)C(=O)/C=C/c2ccc(S(=O)(=O)N3CCCCCC3)cc2)cc1
 : -8, 2, -3, -20, -16, ·, 6, -2
CNC[C@@H]1OCCCC[C@@H](C)Oc2ccc(NS(=O)(=O)c3cccs3)cc2C(=O)N([C@H](C)CO)C[C@H]1C
 : -1, 8, 4, ·, ·, 12, -12, 50
CC(C)c1cccc(-c2csc(C(O)c3ccc(F)c(F)c3)n2)c1 (configuration not stated)
 : 5, -22, 5, 13, -28, ·, -6, 1
Cc1c(NC(=O)COC(=O)C2=COCCO2)cccc1[N+](=O)[O-]
 : 14, 19, -4, 34, 6, -2, -8, 2
Cc1ccc(NC(=S)NNC(=S)Nc2cccc(C(F)(F)F)c2)cc1
 : ·, -19, -2, 27, ·, -2, 5, -2
Cc1nn(C)c(Cl)c1/C=N/OC(=O)c1ccc(F)cc1
 : -6, 26, ·, ·, ·, -13, -18, ·
Cc1cc2c(=O)n(Cc3ccco3)c(SCC(=O)NCc3ccco3)nc2s1
 : ·, ·, 4, -20, 52, 1, ·, 16
CC(C)CNC(=S)N1CCC(C(=O)c2ccc3c(c2)OCCO3)CC1
 : 9, -21, ·, 5, ·, 20, 14, ·
CC1CCN(C(=O)c2ccc([N+](=O)[O-])o2)CC1
 : 2, 18, ·, 0, 24, -15, 15, ·
CCCNc1sc(S(=O)(=O)CCC)nc1S(=O)(=O)c1ccc(C)cc1
 : -20, 7, ·, ·, ·, 7, 14, ·

Next section.
The line under a structure holds: LGR2 antag, GSIS activator, PglD DTNB, PGC1a acetyl inh, Statin myotox sup, ARNT-TACC3 inh, PAX8 reporter, Cneo AK release
COc1ccc(NC2CCCN(C(=O)COc3ccc(Cl)cc3C)C2)cc1OC (configuration not stated)
 : 8, 14, ·, ·, ·, 14, 4, 0
O=C(NC1CCCCC1)N[C@@H]1CC[C@@H](CCNS(=O)(=O)c2ccc(Cl)cc2)O[C@@H]1CO
 : 5, 16, -2, -1, 6, 2, 9, 5
CCOC(=O)c1ccccc1N/C=C1\CCCC1=O
 : ·, ·, 0, 9, 12, -1, -7, 2
Cc1nnc(NNS(=O)(=O)c2ccc(Cl)cc2)[nH]c1=O
 : 22, -17, ·, 5, 12, 0, -8, ·
CN1CCCCN2[C@@H](CO)[C@@H](c3ccc(C#Cc4ccccc4F)cc3)[C@@H]2C1
 : -14, -19, -9, -38, 30, 11, -65, -1
N#CCCN(C(=O)COC(=O)/C=C/c1cccs1)c1ccccc1
 : 9, 10, -5, -1, 0, -13, -5, 1
O=C(c1ccc(-c2ccccc2)cc1)c1ccccc1C(=O)N1CCOCC1
 : ·, ·, 1, 1, -5, 1, ·, -4
CC(=O)Oc1ccc(N2C(=O)C3C(C2=O)C(C(=O)c2ccc(Cl)cc2)N2CCCC32)cc1 (configuration not stated)
 : -1, -10, ·, 3, ·, 1, 18, ·
CCCCOc1cccc(C2C(C(=O)c3cccs3)=C(O)C(=O)N2Cc2cccnc2)c1 (configuration not stated)
 : 6, 25, ·, ·, ·, -9, -18, ·
O=C(O)C[C@@H]1C[C@H]2c3cc(NC(=O)Nc4ccc(F)cc4)ccc3O[C@H]2[C@@H](CO)O1
 : -5, 3, 2, -5, -1, -6, ·, 10

Next part
The line under a structure holds: LGR2 antag, GSIS activator, PglD DTNB, PGC1a acetyl inh, Statin myotox sup, ARNT-TACC3 inh, PAX8 reporter, Cneo AK release
O=C(C[n+]1ccc(C(=O)NCc2ccccc2)cc1)c1ccc(Cl)cc1
 : 5, -6, -5, -1, 10, 6, 12, 1
O=C(Nc1ccc2c(c1)OCO2)C1CCN(C(=O)c2cccs2)CC1
 : 11, 19, -2, -12, -18, -13, ·, 10
CC12CCC(=O)N1C(C(=O)N1CCN(S(=O)(=O)c3cccc(Cl)c3)CC1)CS2 (configuration not stated)
 : -6, -2, ·, -14, ·, -2, 5, ·
C[C@@H]1CCCCO[C@@H](CN(C)C(=O)CCCN(C)C)[C@H](C)CN([C@@H](C)CO)C(=O)c2cc(NC(=O)CCCN(C)C)ccc2O1
 : -3, 34, 4, 8, ·, -1, 8, 47
COc1ccc(S(=O)(=O)N(C)C[C@@H]2OCCCC[C@H](C)Oc3ccc(NC(=O)c4ccccc4)cc3C(=O)N([C@@H](C)CO)C[C@H]2C)cc1
 : 18, 4, -1, -5, ·, 12, 10, -1
Cc1csc(SCC(=O)NCc2ccccc2)n1
 : 5, -4, ·, 5, ·, -6, 14, ·
Cc1ccc(NC(=O)CSc2nc3cc(C(=O)NCC4CCCO4)ccc3c(=O)n2CC2CCCO2)cc1 (configuration not stated)
 : -1, ·, 4, 1, -1, ·, 5, 4
CNC(=O)c1cc2cc(OC)ccc2oc1=N
 : ·, 24, 2, -2, 7, -4, -7, 1
Cc1nn(CC(=O)NCCN2CCOCC2)c(C)c1[N+](=O)[O-]
 : ·, ·, -5, ·, 13, -3, ·, 1
Cc1sc2nc(SC3CCOC3=O)n(Cc3ccccc3)c(=O)c2c1C (configuration not stated)
 : 3, -5, ·, ·, ·, -1, 13, ·

Going on with the list:
The line under a structure holds: LGR2 antag, GSIS activator, PglD DTNB, PGC1a acetyl inh, Statin myotox sup, ARNT-TACC3 inh, PAX8 reporter, Cneo AK release
COc1cccc(C(=O)N2CCN(Cc3ccccn3)CC2)c1OC
 : -2, 3, -2, -2, -6, -1, ·, 0
CCN(CC)CCNC(=O)c1cc2c(=O)n(C)c3ccccc3c2s1
 : -10, 22, -4, 2, -10, 9, -13, 1
C[C@@H]1CN([C@@H](C)CO)S(=O)(=O)c2ccc(C3=CCCC3)cc2O[C@H]1CN(C)Cc1ccccc1
 : 10, 15, 1, 12, -44, -22, ·, 7
COc1ccc(Cl)cc1S(=O)(=O)N(C)CC(=O)NCCCn1ccnc1
 : 1, 8, -3, ·, -2, 6, 4, 3
Cc1ccn2c(NC(C)(C)C)c(-c3cccs3)nc2c1
 : 17, -17, ·, 7, ·, -1, -10, ·
C[C@H](NS(=O)(=O)c1ccccc1)C(=O)N1CCN(C(c2ccccc2)c2ccccc2)CC1
 : 12, -4, 0, -18, 10, 1, -28, -1
NC(=O)c1ccc[n+](CC(=O)c2ccccc2)c1
 : 3, -6, 11, 14, ·, ·, -6, -1
CCOC(=O)COc1c(Br)cc(/C=C2\SC(=O)N(CC(=O)N3CCCC3)C2=O)cc1OC
 : ·, ·, -5, -36, 2, -2, -6, 2
COc1ccc(C(C)NC(=O)CC23CC4CC(CC(C4)C2)C3)cc1 (configuration not stated)
 : -5, -9, -2, -20, -4, -6, 17, 1
O=C(Nc1nnc(SCC(=O)N2CCCC2)s1)C1CC(=O)N(c2ccc(F)cc2)C1 (configuration not stated)
 : -21, 8, 0, 1, -33, -2, -7, 3

(cont.)
The line under a structure holds: LGR2 antag, GSIS activator, PglD DTNB, PGC1a acetyl inh, Statin myotox sup, ARNT-TACC3 inh, PAX8 reporter, Cneo AK release
Cc1sc(NC(=O)C2C3CCC(O3)C2C(=O)O)nc1-c1ccc(CC(C)C)cc1 (configuration not stated)
 : -105, -36, ·, 8, ·, -5, -108, ·
CCC(=O)N(C)C[C@H]1Oc2ncc(-c3cccc(OC)c3)cc2C(=O)N([C@H](C)CO)C[C@@H]1C
 : -22, 7, -8, 0, 5, -3, -14, -3
COc1cccc(/C(O)=C2/C(=O)C(=O)N(Cc3ccco3)C2c2ccncc2)c1 (configuration not stated)
 : 1, -4, 5, -12, 8, -1, ·, -2
CC(=O)Nc1nc(C)c(S(N)(=O)=O)s1
 : ·, ·, 24*, -11, 21, -1, ·, -3
NC(=O)COC(=O)c1cccc(NS(=O)(=O)/C=C/c2ccccc2)c1
 : 6, -7, 4, ·, ·, 1, -10, 0
Nc1nnc(SCc2nc3scc(-c4ccccc4)c3c(=O)[nH]2)s1
 : 3, -15, ·, 3, -2, -2, 9, ·
CC(C)(C)c1ccc(CNC(=O)c2ccc3c(c2)NC(=O)CO3)cc1
 : 7, -38, ·, ·, ·, -3, -8, ·
CCCCN(N=Nc1nonc1OC)c1nonc1OC
 : 8, -22, 5, -7, -5, -1, ·, -1
Cc1cc(C)c(NC(=O)Cn2nnc(C(=O)NCc3ccco3)c2N)c(C)c1
 : 17, 3, ·, -4, -1, 13, 8, ·
O=C(Nc1cccc(F)c1)C1CCN(C(=O)Cc2ccccc2)CC1
 : ·, ·, -1, ·, 16, -1, ·, 0

Going on with the list:
The line under a structure holds: LGR2 antag, GSIS activator, PglD DTNB, PGC1a acetyl inh, Statin myotox sup, ARNT-TACC3 inh, PAX8 reporter, Cneo AK release
Cc1ccc(S(=O)(=O)Nc2ccc3c(c2)C(=O)N([C@H](C)CO)C[C@@H](C)[C@H](CN(C)S(=O)(=O)c2ccc(C)cc2)OCCCC[C@H](C)O3)cc1
 : 3, -12, 1, -17, ·, ·, 84*, -1
O=c1c2ccccc2nc(N2CCN(c3ccccc3)CC2)n1Cc1ccccc1
 : 16, -11, 4, -19, 23, -5, -8, 5
Cc1noc(C)c1NC(=O)Nc1ccc2c(c1)C(=O)N([C@@H](C)CO)C[C@@H](C)[C@@H](CN(C)Cc1ccc(Cl)c(Cl)c1)OCCCC[C@@H](C)O2
 : 0, -15, 0, 14, ·, 18, 9, 1
O=C(N[C@@H](Cc1ccccc1)C(=O)NCc1ccc(F)cc1)C1CCNCC1
 : 0, 9, -4, -1, 3, 0, -2, 1
